SKKanGAS inh – S. pyogenes SKKanGAS growth inhibitors in kanamycin, primary screen, streptokinase expression inhibitor project, SKKanGAS strain, BacTiter-Glo luminescence. 6 h. inhibition, % at 7.5 µM. 1.3% of 300,000 active. AID 1662, 2009;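 active means mean replicate score, as percent of positive control median, at least 50; inconclusive means mean below 50 but one replicate at or above 50; inactive means mean and every replicate below 50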;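 further: strain carries kanamycin resistance gene driven by streptokinase promoter and grows in 40 µg/ml kanamycin; loss of luminescence reflects streptokinase promoter inhibition or plain growth inhibition; 0% = median of DMSO wells and 100% = positive control at its reference dose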
TRPC6 act – mouse TRPC6 channel activators, primary screen, cell-based, HEK293, membrane potential dye | Short transient receptor potential channel 6 (Mus musculus), Q61143 | 0.13% of 310,000 active | HEK293-TRPC6 membrane potential dye fluorescence; active compounds read high | B-score at 10 µM;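 active means B-score of the integrated fluorescence ratio above library mean plus 3 SD, and starting fluorescence ratio within library mean plus 5 SD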;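 further: higher score means more depolarization so channel activation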
TRPC6 inh – mouse TRPC6 channel inhibitors, primary screen, cell-based, HEK293, membrane potential dye; B-score at 10 µM; ACh-evoked depolarization; active compounds read low; AID 2553, 2010; 1.1% of 310,000 active;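 active means B-score under library mean minus 3 SD, initial fluorescence not abnormally high, positive integrated signal ratio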;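 further: B-score derived from integrated fluorescence ratio over the kinetic read; more negative B-score means stronger inhibition of depolarization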
HDAC3 inhib – HDAC3 deacetylase inhibitors, primary screen, biochemical, fluorescence, cell-free homogeneous; Histone deacetylase 3 (Homo sapiens), O15379; recombinant HDAC3, fluorogenic peptide/trypsin coupled; inhibition, % at 8.3 µM; 0.15% of 320,000 active; AID 2718, 2010; in the data active means inhibition above about 26%, passing the limit was not always enough; inconclusive means no clear call, values can overlap the other calls
MrgX1 ag – agonists of human MrgX1 receptor, primary screen, HEK293 cells, Fluo-4 calcium flux; Fluo-4 calcium fluorescence, agonist mode; active compounds read high; B-score at 10 µM; AID 588627, 2011; Mas-related G-protein coupled receptor member X1 (Homo sapiens), Q96LB2; 0.44% of 310,000 active;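 active means calcium response B-score plate-corrected fluorescence ratio at least 3 library SD, with starting fluorescence B-score inside 5 SD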
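Test system: HEK293 cells stably expressing human MrgX1 receptor; Input: fifteen thousand cells per well; Dosing: compound delivered in addition one of three; Schedule: overnight seeding, then 1 h dark dye loading; Technique: Fluo-4 NW calcium fluorescence; Measure: B-scored fluorescence response ratio; Controls: positive and negative controls per plate.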
MrgX1 antag – antagonists of human MrgX1 receptor, primary screen, HEK293 cells, Fluo-4 calcium flux; Mas-related G-protein coupled receptor member X1 (Homo sapiens), Q96LB2; BAM8-22 antagonism; active compounds read low; B-score at 10 µM; 1.3% of 310,000 active;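 active means calcium-response B-score plate-corrected more than 3 library SD below zero, starting fluorescence within 5 deviations, no agonist response on first addition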;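 further: peak minus trough fluorescence over baseline after final BAM8-22 challenge near maximal dose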
TMEM16A inh – TMEM16A chloride channel inhibitors, primary screen, cell-based, HTS | Anoctamin-1 (Mus musculus), Q8BHY3 | HEK293 TMEM16A/YFP iodide influx fluorescence, ionomycin | normalized B-score (activity score, 25-100; higher = stronger inhibition) at 10 µM | 1.2% of 310,000 active | AID 588511, 2011;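 active means ratio plate-corrected score three or more library SD toward inhibition, starting fluorescence score within five deviations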;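 further: score derived from kinetic fluorescence span divided by baseline fluorescence per well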
Target sequence (Q8BHY3 whole entry, looked up): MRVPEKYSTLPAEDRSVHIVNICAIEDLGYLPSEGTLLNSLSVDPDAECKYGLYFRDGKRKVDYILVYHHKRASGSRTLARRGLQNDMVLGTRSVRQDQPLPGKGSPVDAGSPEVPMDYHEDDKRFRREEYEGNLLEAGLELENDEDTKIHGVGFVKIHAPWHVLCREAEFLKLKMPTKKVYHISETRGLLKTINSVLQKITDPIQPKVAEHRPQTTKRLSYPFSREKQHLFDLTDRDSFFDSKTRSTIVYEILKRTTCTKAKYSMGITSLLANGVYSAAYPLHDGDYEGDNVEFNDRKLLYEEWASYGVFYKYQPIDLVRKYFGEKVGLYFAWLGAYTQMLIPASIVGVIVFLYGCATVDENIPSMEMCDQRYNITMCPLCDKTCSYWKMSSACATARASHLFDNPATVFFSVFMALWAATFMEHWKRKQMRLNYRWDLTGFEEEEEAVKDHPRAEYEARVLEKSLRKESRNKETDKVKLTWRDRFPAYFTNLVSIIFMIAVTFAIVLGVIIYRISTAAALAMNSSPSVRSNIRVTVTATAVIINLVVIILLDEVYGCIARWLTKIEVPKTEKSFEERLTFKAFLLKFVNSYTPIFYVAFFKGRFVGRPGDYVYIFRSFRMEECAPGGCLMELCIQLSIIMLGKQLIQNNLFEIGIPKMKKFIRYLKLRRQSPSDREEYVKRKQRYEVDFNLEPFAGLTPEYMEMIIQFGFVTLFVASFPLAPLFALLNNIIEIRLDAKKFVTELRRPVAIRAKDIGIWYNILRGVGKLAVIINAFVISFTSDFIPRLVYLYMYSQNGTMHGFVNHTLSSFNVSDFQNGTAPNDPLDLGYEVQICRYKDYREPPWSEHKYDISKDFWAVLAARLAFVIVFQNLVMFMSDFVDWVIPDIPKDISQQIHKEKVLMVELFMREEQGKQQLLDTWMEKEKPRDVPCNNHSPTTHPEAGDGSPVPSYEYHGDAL
RGS4 inh – RGS4 inhibitors, primary screen, cell-based, HEK293 M3R inducible RGS4, calcium flux | B-score at 10 µM | 0.45% of 310,000 active | Fluo-4 calcium flux; active compounds read high; triggered by carbachol at its EC20 | Regulator of G-protein signaling 4 (Homo sapiens), P49798 | AID 463165, 2010;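 active means B-score, a plate-corrected calcium signal, over three deviations above library mean, with baseline fluorescence within five deviations of library mean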;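 further: RGS4 expression induced by doxycycline in cells with stable M3 receptor; B-score is computed from the integrated fluorescence ratio over baseline after carbachol; higher B-score means a larger calcium signal and so more RGS4 inhibition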
MrgX1 allo act – positive allosteric modulators of MrgX1, primary screen, HEK293 cells, Fluo-4 calcium flux. FDSS; active compounds read high. 0.63% of 310,000 active. B-score at 10 µM. Mas-related G-protein coupled receptor member X1 (Homo sapiens), Q96LB2;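 active means plate-corrected calcium response at least 3 library SD above typical, normal starting fluorescence, not activating the receptor alone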;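 further: compound read alongside a low EC10 to EC30 dose of BAM8-22 agonist; peak minus trough fluorescence over baseline measured at the second addition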
ANO1 activ – TMEM16A chloride channel activators or potentiators, primary screen, cell-based, HTS | Anoctamin-1 (Mus musculus), Q8BHY3 | HEK293 TMEM16A/YFP-H148Q/I152L, iodide quench fluorescence; active compounds read low | B-score at 10 µM | 0.3% of 340,000 active | AID 623877, 2012;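 active means fluorescence-ratio B-score plate-corrected deviation score at least 3 library SD below zero, with starting fluorescence score within 5 deviations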;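 further: channel opened by trigger with iodide after compound preincubation; score built on the fluorescence ratio of max minus min over baseline; more negative score means more quench and so TMEM16A activation or potentiation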
RGS4 pot – RGS4 potentiators or activators, primary screen, cell-based, HEK293 M3R inducible RGS4, calcium flux; carbachol calcium flux Fluo4; active compounds read low; B-score at 10 µM; 0.92% of 310,000 active; AID 463111, 2010;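 active means B-score of the integrated calcium signal more than 4 SD below the library mean, with starting fluorescence not abnormally high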;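 further: negative B-score means reduced calcium response which marks RGS4 activation or potentiation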
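test system = M3R-expressing HEK293 line, RGS4 induced by doxycycline | probe or stimulus = carbachol at ECmax as muscarinic agonist stimulus | timing = dye loading 30 min 37 °C, buffer rest 30 min RT | signal = calcium dye Fluo4 fluorescence | evaluation = B score from integrated fluorescence ratio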
* marks the source's active call; other numbers are inactive results; i = inactive; ? = inconclusive; nt = not tested or not shown.

SMILES	SKKanGAS inh	TRPC6 act	TRPC6 inh	HDAC3 inhib	MrgX1 ag	MrgX1 antag	TMEM16A inh	RGS4 inh	MrgX1 allo act	ANO1 activ	RGS4 pot
Cc1ccc(C(=O)Nc2ccccc2C(=O)N2CCCC2)cc1[N+](=O)[O-]	-10	i	i	-2	i	i	i	i	i	i	i
Cc1sc(NC(=O)CCCCC(=O)Nc2sc(C)c(C)c2C(=O)O)c(C(=O)O)c1C	5	i	i	1	i	i	i	i	i	i	i
CCN=C1SC(CC(=O)Nc2ccccc2)C(=O)N1CC (stereo not drawn)	4	i	i	5	i	i	i	i	i	i	i
Cc1ccc(NC(=O)CS(=O)c2ccccc2N)c(C)c1 (stereo not drawn)	-2	i	i	1	i	i	i	i	i	i	i
Cc1ccccc1C(=O)NC1CCN(C(=O)NCc2ccccc2)CC1	3	i	i	0	i	i	i	i	i	i	i
N/C(=N\OC(=O)c1ccccc1[N+](=O)[O-])c1ccccn1	13	i	i	-8	i	i	i	i	i	i	i
CCO[C@H]1OC(C(=O)NCc2ccccc2)=C[C@@H](C2CCCCC2)[C@@H]1CCCO	5	i	i	3	i	i	i	i	i	i	i
CCOC(=O)C1=C(COC(=O)/C=C/c2ccc(Cl)cc2)NC(=O)NC1C (stereo not drawn)	2	i	i	-3	i	i	i	i	i	i	i
COc1ccc([C@@H]2[C@@H]3C(=O)N(C(C)(C)C)C(=O)[C@@H]3[C@]3(C)C(=O)N(c4ccc(C)cc4)C(=O)N23)cc1	2	i	i	-2	i	i	i	i	i	i	i
COc1ccc(-c2cc3nc(C)c(CCC(=O)NCc4ccco4)c(C)n3n2)c(OC)c1	2	i	i	-4	i	i	i	i	i	i	i
CC(C)OP(=O)(c1ccc(N(C)C)cc1)C(O)c1ccc(N(C)C)cc1 (stereo not drawn)	4	i	i	3	i	i	i	i	i	i	i
CCCNC(=O)C1(S(=O)(=O)c2ccccc2)CC=CC1	-1	i	i	-2	i	i	i	i	i	i	i
CC(C)CC1Nc2ncnc(N3CCN(c4ccccn4)CC3)c2N(Cc2ccc(Br)cc2)C1=O (stereo not drawn)	25	i	i	9	i	i	i	i	i	i	i
Cc1ccc[n+](CC(=O)c2ccc(Br)cc2)c1C	-8	i	i	-7	i	i	i	i	i	i	i
O=C(O)c1ccc2c(c1)N(Cc1ccccc1F)C(=O)c1ccccc1S2=O (stereo not drawn)	0	i	i	-5	i	i	i	i	i	i	i
CC(C)Cn1c(N)c(/C=N/NC(=O)c2ccc(Cl)cc2)c(=O)n(C)c1=O	-3	i	i	-4	i	i	i	i	i	i	i
Cc1ccc(CNC(=O)c2ccccc2N)cc1	-1	i	i	-41	i	i	i	i	i	i	i
O=S(=O)(c1ccc(-c2ccccc2)cc1)N1CCCC1	1	i	i	6	i	i	i	i	i	i	i
CC1CCN(CC(=O)Nc2cccc(Cl)c2)CC1	0	i	i	2	i	i	i	i	i	i	i
COc1cc([N+](=O)[O-])ccc1NC(=O)Nc1ccc2c(c1)OCCO2	0	i	i	6	i	i	i	i	i	i	i
C/C(=N\N(Cc1ccccc1)c1ccccc1)c1cccnc1	9	i	i	-1	i	i	i	i	i	i	i
O=C(Cc1c[nH]c2ccccc12)NCc1ccc(Cl)cc1Cl	6	i	i	-3	i	i	i	i	i	i	i
CCN(CC)S(=O)(=O)c1cccc(C(=O)N/N=C/c2c(C)nn(-c3ccccc3)c2Cl)c1	4	i	i	3	i	i	i	i	i	i	i
COC(=O)c1cc(NC(=S)Nc2cc(Cl)cc(Cl)c2)cc(C(=O)OC)c1	23	i	i	1	i	i	100*	i	i	i	i
CC(C)(C)S(=O)(=O)/C(C#N)=N/Nc1ccc(S(N)(=O)=O)cc1	-4	i	i	4	i	i	i	i	i	i	i
CCn1nc(C)cc1C(=O)NC1CCCc2c1cnn2-c1cc(F)cc(F)c1 (stereo not drawn)	4	i	i	-1	i	i	i	i	i	i	i
CSc1ccccc1NC(=O)c1ccoc1C	-8	i	i	2	i	i	i	i	i	i	i
O=C(CCSc1ccccc1)Nc1nnc(-c2cccs2)o1	12	i	i	0	i	i	i	i	i	i	i
COC(=O)c1sc2nc[nH]c(=O)c2c1C	19	i	i	8	i	i	i	i	i	i	i
Cc1cccc2cc(CN(Cc3cccnc3)C(=O)c3ccncc3)c(=O)[nH]c12	6	i	i	-17	i	i	i	i	i	i	i
N#Cc1ccccc1S(=O)c1ccccc1C(=O)Nc1ccccc1 (stereo not drawn)	-6	i	i	4	i	i	i	i	i	i	i
COC(=O)C1=CN(Cc2cccs2)C=C(C(=O)OC)C1c1cccc(OC)c1OC	4	i	i	2	i	i	i	i	i	i	i
COc1ccc(CNC(=O)c2ccc(CS(=O)Cc3ccc(Cl)cc3)o2)cc1 (stereo not drawn)	1	i	i	-1	i	i	i	i	i	i	i
Cc1scc(C(=O)N2CCN(S(C)(=O)=O)CC2)c1-c1ccccc1	0	i	i	-1	i	i	i	i	i	i	i
Cc1cccc(C(=O)NCCN2CCCC2)c1	0	i	i	1	i	i	i	i	i	i	i
CN(CP(=O)(O)CCc1ccccc1)S(C)(=O)=O	-2	i	i	-9	i	i	i	i	i	i	i
CCOC(=O)c1c(NC(=O)c2cccc(N3C(=O)CCC3=O)c2)sc(C)c1C	11	i	i	-3	i	i	i	i	i	i	i
CCNC(=S)N/N=C/c1ccc(C#N)cc1	-2	i	i	?	i	i	i	i	i	i	i
O=C(Nn1cnnc1)c1ccc([N+](=O)[O-])cc1	1	i	i	2	i	i	i	i	i	i	i
COc1ccc(C(CNC(=O)CCNS(=O)(=O)c2ccc(C)cc2)N2CCOCC2)cc1 (stereo not drawn)	-2	i	i	4	i	i	i	i	i	i	i
O=C(Cc1cccs1)Nc1nc2c(ccc3ccccc32)s1	25	i	i	-8	i	i	i	i	i	i	i
Cc1ccc(C(=O)NC(=S)N2CCN(c3cc(C)ccc3C)CC2)cc1	?	i	i	9	i	i	i	i	i	i	i
O=C(N/N=C/c1cccs1)C(=O)N1CCCC1	3	i	i	5	i	i	i	i	i	i	i
Cc1nc2c([nH]c3ccccc32)c(=O)n1N	11	i	i	-8	i	i	i	i	i	i	i
O=C(Nc1cnn(Cc2ccc(Cl)cc2Cl)c1)c1cc(-c2cccs2)on1	-6	i	i	-7	i	i	i	i	i	i	i
O=C(c1ccc2c(=O)n(Cc3ccco3)c(=S)[nH]c2c1)N1CCN(c2ccccc2)CC1	nt	nt	nt	3	i	i	i	nt	i	i	nt
CCc1ccccc1NC(=O)NCc1ccccn1	3	i	i	nt	i	i	i	i	i	i	i
O=C1NCCCC1C(=O)Nc1ccccn1 (stereo not drawn)	7	i	i	-5	i	i	i	i	i	i	i
CCOC(=O)CCNC(=O)c1ccc2nc(C3CCCCC3)oc2c1	-13	i	i	-2	i	i	i	i	i	i	i
CCCc1nc2nc(C)c(NS(=O)(=O)c3ccc(C4CCCCC4)cc3)c(=O)n2[nH]1	34	i	i	-6	i	i	i	i	i	i	i
Cn1c(=O)c2c([nH]c(OCc3ccc(Cl)cc3Cl)[n+]2Cc2ccc(F)cc2)n(C)c1=O	9	i	i	-17	i	i	i	i	i	i	i
CCCOc1ccc(N2CC(C(=O)NCCc3ccc(OC)c(OC)c3)CC2=O)cc1 (stereo not drawn)	9	i	i	3	i	i	i	i	i	i	i
O=c1c2cccnc2n(-c2ccccc2)n1Cc1ccc(Cl)cc1	17	i	i	-2	i	i	i	i	i	i	i
Cc1ccc(C(=O)Cn2c(N3CCOCC3)nc3c2c(=O)n(C)c(=O)n3C)cc1	1	i	i	1	i	i	i	i	i	i	i
O=C(COC(=O)c1ccc([N+](=O)[O-])cc1)Nc1ccc(Cl)cn1	-6	i	i	-4	i	i	i	i	i	i	i
CCOC(=O)c1cc(-c2cc(OC)c(OC)c(OC)c2)nc2c1c(=O)[nH]c(=O)n2Cc1ccccc1	45	i	i	3	i	i	i	i	i	i	i
CNC(=O)CSc1nc2cccnc2n1-c1ccc(F)cc1	0	i	i	6	i	i	i	i	i	i	i
Cc1nc(C(=O)NNC(=O)c2ccc(C(F)(F)F)cc2)cs1	-2	i	i	1	i	i	i	i	i	i	i
Cc1nn(-c2ccccn2)c2c1C(c1ccccc1Cl)C1=C(N2)c2ccccc2C1=O (stereo not drawn)	5	i	i	-5	i	i	i	i	i	i	i
CC(=O)c1c(C)[nH]c(-c2ccccc2)c1C	2	i	i	4	i	i	i	i	i	i	i

New compounds follow
SMILES	SKKanGAS inh	TRPC6 act	TRPC6 inh	HDAC3 inhib	MrgX1 ag	MrgX1 antag	TMEM16A inh	RGS4 inh	MrgX1 allo act	ANO1 activ	RGS4 pot
OC(CN1CCN(c2ccc(C(F)(F)F)cn2)CC1)c1ccccc1 (stereo not drawn)	-3	i	i	-4	i	i	i	i	i	i	i
Cc1ccc(-c2nnc(SCC(=O)Nc3ccccc3N3CCOCC3)o2)cc1	8	i	i	nt	nt	nt	nt	i	nt	i	i
Cc1nc2sc(C(=O)OC(C)C)c(N)c2c(C)c1C	-2	i	i	2	i	i	i	i	i	i	i
CC(=O)N1CC(C)Sc2ccc(S(=O)(=O)NC(C)c3ccccc3)cc21 (stereo not drawn)	0	i	i	2	i	i	i	i	i	i	i

Source: PubChem
